# TRPC6 inhibitor: mouse TRPC6 channel inhibitors, primary screen, cell-based, HEK293, membrane potential dye; Short transient receptor potential channel 6 (Mus musculus), Q61143; ACh-evoked depolarization; active compounds read low; B-score at 10 µM; hit rate 1.1% among 310,000; AID 2553, 2010;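 active = B-score under library mean minus 3 SD, initial fluorescence not abnormally high, positive integrated signal ratio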;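 note: B-score derived from integrated fluorescence ratio over the kinetic read; more negative B-score means stronger inhibition of depolarization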
# TRPC6 act: mouse TRPC6 channel activators, primary screen, cell-based, HEK293, membrane potential dye; HEK293-TRPC6 membrane potential dye fluorescence; active compounds read high; B-score at 10 µM; hit rate 0.13% among 310,000; AID 2550, 2010;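 active = B-score of the integrated fluorescence ratio above library mean plus 3 SD, and starting fluorescence ratio within library mean plus 5 SD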;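 note: higher score means more depolarization so channel activation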
# TRPC4 PAM: positive allosteric modulators of TRPC4, primary screen, cell-based, mouse TRPC4beta, HEK293 mu-opioid, Fluo-4 calcium; Short transient receptor potential channel 4 (Mus musculus), Q9QUQ5; DAMGO EC20, Fluo-4 Ca2+ flux; active compounds read high; B-score at 10 µM; hit rate 0.42% among 310,000; AID 2227, 2009;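 active = B-score of calcium response area above 5 SD of library B-scores, with initial fluorescence ratio within 5 SD of library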;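 note: B-score of integrated fluorescence ratio over time as area under calcium response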
# Target sequence (Q9QUQ5 whole entry, looked up): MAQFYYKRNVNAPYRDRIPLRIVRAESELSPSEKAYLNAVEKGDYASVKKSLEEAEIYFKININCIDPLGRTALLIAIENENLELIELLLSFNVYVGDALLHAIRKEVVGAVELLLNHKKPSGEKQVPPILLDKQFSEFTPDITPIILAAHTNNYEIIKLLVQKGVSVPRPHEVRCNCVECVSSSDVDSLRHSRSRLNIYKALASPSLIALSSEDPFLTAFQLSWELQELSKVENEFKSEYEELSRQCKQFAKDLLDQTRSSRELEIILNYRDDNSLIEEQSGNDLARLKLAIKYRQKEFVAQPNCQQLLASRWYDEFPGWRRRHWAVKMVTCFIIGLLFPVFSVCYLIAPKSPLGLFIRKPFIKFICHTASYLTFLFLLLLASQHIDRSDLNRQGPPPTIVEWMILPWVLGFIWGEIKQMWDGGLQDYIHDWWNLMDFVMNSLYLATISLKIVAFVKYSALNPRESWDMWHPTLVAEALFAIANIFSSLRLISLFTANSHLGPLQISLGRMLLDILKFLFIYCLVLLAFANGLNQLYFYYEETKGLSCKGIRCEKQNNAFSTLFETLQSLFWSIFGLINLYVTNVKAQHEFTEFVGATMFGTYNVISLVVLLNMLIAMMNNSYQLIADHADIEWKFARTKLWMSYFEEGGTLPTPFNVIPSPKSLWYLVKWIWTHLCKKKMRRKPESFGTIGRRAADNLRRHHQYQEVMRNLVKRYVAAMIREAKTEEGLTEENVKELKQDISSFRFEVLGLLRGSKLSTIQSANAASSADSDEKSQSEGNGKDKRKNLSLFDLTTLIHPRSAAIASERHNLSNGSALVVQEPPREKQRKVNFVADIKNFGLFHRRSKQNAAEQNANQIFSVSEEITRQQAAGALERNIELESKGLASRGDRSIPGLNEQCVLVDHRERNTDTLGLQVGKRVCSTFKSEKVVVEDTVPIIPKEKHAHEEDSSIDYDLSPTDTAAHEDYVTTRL
# TRPC4 inh: inhibitors of mouse TRPC4 channel, primary screen, Fluo4 calcium, HEK293 TRPC4beta/mu-opioid cells; AID 2247, 2010; Short transient receptor potential channel 4 (Mus musculus), Q9QUQ5; B-score at 10 µM; DAMGO-evoked Fluo4 calcium flux; active compounds read low; hit rate 0.39% among 300,000;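 active = B-score over 3 SD under the library average, no early fluorescence shift, positive overall ratio signal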
#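 Material: HEK293 cells with stable TRPC4beta plus mu-opioid receptor expression / Probe or stimulus: DAMGO in two steps, submaximal then maximal / Compound: single concentration per test compound / Technique: kinetic Fluo4 fluorescence imaging of calcium influx / Read-out: per-well B score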
# MrgX1 agonist: agonists of human MrgX1 receptor, primary screen, HEK293 cells, Fluo-4 calcium flux; Mas-related G-protein coupled receptor member X1 (Homo sapiens), Q96LB2; Fluo-4 calcium fluorescence, agonist mode; active compounds read high; B-score at 10 µM; hit rate 0.44% among 310,000; AID 588627, 2011;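 active = calcium response B-score plate-corrected fluorescence ratio at least 3 library SD, with starting fluorescence B-score inside 5 SD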
#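 System: HEK293 cells stably expressing human MrgX1 receptor; Dosing: test compound in the initial addition of three; Schedule: overnight plating, then 30 min 37 °C plus 30 min room-temperature dye loading; Detection: kinetic calcium dye fluorescence, Fluo-4 NW; Controls: per-plate positive and negative controls for Z′ factor.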
# MrgX1 allo act: positive allosteric modulators of MrgX1, primary screen, HEK293 cells, Fluo-4 calcium flux | FDSS; active compounds read high | B-score at 10 µM | Mas-related G-protein coupled receptor member X1 (Homo sapiens), Q96LB2 | hit rate 0.63% among 310,000;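 active = plate-corrected calcium response at least 3 library SD above typical, normal starting fluorescence, not activating the receptor alone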;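 note: compound read alongside a low EC10 to EC30 dose of BAM8-22 agonist; peak minus trough fluorescence over baseline measured at the second addition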
# HIF act: HIF pathway transcriptional activators, primary screen, cell-based, U2OS HRE-luciferase, luminescence. AID 1910, 2009. activation, % at 7.5 µM (by protocol). hit rate 0.32% among 300,000. U2OS HRE-luciferase reporter; normalized: DMSO 0%, desferrioxamine 100%;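 active = mean activation of at least 10% of the iron chelator positive control signal, with at least half of replicates also reaching 10%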
# AI-2 QS mod: Vibrio harveyi AI-2 quorum sensing modulators, primary screen, JMH597 strain, luminescence/OD600 ratio; Vibrio harveyi JMH597 AI-2 luminescence/OD600 ratio, 9 h; active compounds read low; strain lacks LuxN and CqsS sensors; 0 = neutral-control median; activity change, % at 7.5 µM; hit rate 0.4% among 300,000; AID 2094, 2009; in the data active = activity change below about -75%, passing the limit was not always enough;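 note: luminescence divided by OD600 gain over 9 h not by final OD600 alone; inactives centre near 13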
# PolyA inh: polyadenylation inhibitors in yeast reporter cells, primary screen, luminescence, S. cerevisiae; hit rate 0.02% among 300,000; S. cerevisiae SKY197-pL101 polyadenylation reporter, beta-gal luminescence; efflux-impaired pdr1/pdr3 knockout yeast; score 100 = 6 SD above DMSO; calls only at 12 µM;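 active = lowest replicate activity score at least 50, where 100 means six control SD above control mean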;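 note: yeast exposed to compound for 9 h at 30 °C; higher score means more reporter readthrough which indicates perturbed polyadenylation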
# TRPC4 act: activators of mouse TRPC4 channel, primary screen, Fluo4 calcium, HEK293 TRPC4beta/mu-opioid cells; hit rate 0.49% among 310,000; B-score at 10 µM; AID 2237, 2010; Fluo4 calcium fluorescence; active compounds read high;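 active = B-score above 5 SD of library B-scores, and initial fluorescence ratio not above library mean plus 5 SD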;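 note: positive B-score marks a calcium rise read as TRPC4 activation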
#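 Material: HEK293 stable line with TRPC4beta plus mu-opioid receptor; technique: Fluo4 calcium-sensitive dye fluorescence, kinetic, 1 Hz baseline; timing: Fluo4 dye loading 45 min at room temperature, 110 s recording; controls: assay buffer as low control, maximal DAMGO as high control; read-out: integrated baseline-normalised fluorescence ratio, converted to per-well B score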
# MrgX1 antag: antagonists of human MrgX1 receptor, primary screen, HEK293 cells, Fluo-4 calcium flux; Mas-related G-protein coupled receptor member X1 (Homo sapiens), Q96LB2; BAM8-22 antagonism; active compounds read low; B-score at 10 µM; hit rate 1.3% among 310,000; AID 588676, 2011;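 active = calcium-response B-score plate-corrected more than 3 library SD below zero, starting fluorescence within 5 deviations, no agonist response on first addition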;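 note: peak minus trough fluorescence over baseline after final BAM8-22 challenge near maximal dose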
# The depositor's hits bear a star; i = inactive.
SMILES,TRPC6 inhibitor,TRPC6 act,TRPC4 PAM,TRPC4 inh,MrgX1 agonist,MrgX1 allo act,HIF act,AI-2 QS mod,PolyA inh,TRPC4 act,MrgX1 antag
CCn1c(CCNS(=O)(=O)c2ccccc2Br)nnc1SC,i,i,i,i,i,i,-0.7,11,i,i,i
O=C(N/N=C/c1ccc(OCc2ccccc2)cc1)c1ccc(O)cc1,i,i,i,i,i,i,0.7,-4,i,i,i
O=c1ccn(Cc2ccc(F)cc2)c2ccnc(C(F)(F)F)c12,i,i,i,i,i,i,-0.1,6,i,i,i
Cc1sc2nc(COC(=O)c3ccc(O)cc3)[nH]c(=O)c2c1C,i,i,i,i,i,i,0.3,10,i,i,i
O=C(O)C1C2CC2CN1C(=O)c1ccc(Cl)cc1Cl (stereo not drawn),i,i,i,i,i,i,-0.5,12,i,i,i
C#CCSc1nnc(CSc2nc3ccccc3s2)n1-c1ccccc1,i,i,i,i,i,i,-0.4,-12,i,i,i
CCc1nn2cc(C(=O)c3ccccc3O)cnc2c1-c1ccc(F)cc1,i,i,i,i,i,i,0.1,30,i,i,i
Cc1ccc(OCCC(=O)OCC(=O)NCc2ccccc2)cc1,i,i,i,i,i,i,1.8,4,i,i,i
CCN(C(=O)CN1CCCCC1)C1(C)C(=O)c2ccccc2C1=O,i,i,i,i,i,i,-0.2,24,i,i,i
N#C/C(=C\N1CCCCC1)S(=O)(=O)c1ccc(Cl)cc1,i,i,i,i,i,i,-0.2,18,i,i,i
CCOC(=O)N1CCC(Nc2nc3ccccc3n3nnnc23)CC1,i,i,i,i,i,i,1.3,5,i,i,i
O=C(CSc1nc2ccccc2[nH]1)Nc1ccccc1N1CCOCC1,i,i,i,i,i,i,-0.6,39,i,i,i
O=C(c1noc2c1CSc1ccccc1-2)N1CCN(c2ccc(Cl)cc2)CC1,i,i,i,i,i,i,0.1,7,i,i,i
O=C(NC(=S)Nc1ncccn1)c1ccc(Cl)cc1Cl,i,i,i,i,i,i,3.1,32,i,i,i
Cc1ccc(NS(=O)(=O)c2ccc(NC(=O)c3cccs3)cc2)c(C)c1,i,i,i,i,i,i,0.3,4,i,i,i
CC(C)n1ncc(N2CCOCC2)c(Cl)c1=O,i,i,i,i,i,i,1.1,13,i,i,i
CCN(CC)C(=O)CSc1nc2sc3c(c2c(=O)n1CCCOC)CCC3,i,i,i,i,i,i,-1.9,13,i,i,i
O=C(CCCOc1ccc(Cl)cc1Cl)NCC1CCCO1 (stereo not drawn),i,i,i,i,i,i,0.2,13,i,i,i
Cc1occc1C(=O)N=Nc1c(O)[nH]c2ccc(Br)cc12,i,i,i,i,i,i,2.0,-2,i,i,i
Nc1cc(-c2nn[nH]n2)ccc1F,i,i,i,i,i,i,0.2,13,i,i,i
Cc1nc2cc(C(=O)OCC(=O)NC34CC5CC(CC(C5)C3)C4)ccc2n1-c1ccccc1,i,i,i,i,i,i,1.2,15,i,i,i
COc1ccc(OCCCN2CCc3ccccc3C2)cc1,i,i,i,i,i,i,-0.3,14,i,i,i
COc1cccc2cc(C(=O)N3CCCCCCC3)c(=O)oc12,i,i,i,i,i,i,-0.1,-7,i,i,i
COc1ccc(OC)c(NC(=O)CSc2nnc(CNc3ccc(C)cc3C)o2)c1,i,i,i,i,i,i,-1.3,9,i,i,i
O=C(c1ccc(OC2CCN(CCCc3ccccc3)CC2)cc1)N1CCCC1,i,i,i,i,i,i,0.2,7,i,i,i
c1ccc(-c2[nH]ncc2CN2CCc3ccccc3C2)cc1,i,i,i,i,i,i,-0.6,6,i,i,i
COc1ccc(C(=O)Nc2ccc(NC(=O)c3ccccc3)cc2)cc1S(=O)(=O)N1CCOCC1,i,i,i,i,i,i,0.3,7,i,i,i
CN=C1S/C(=C\c2ccc(N3CCCC3)c(F)c2)C(=O)N1C,i,i,i,i,i,i,1.8,21,i,i,i
CC(C)CCNC(=O)C1CCC(=O)N1CCc1ccccc1 (stereo not drawn),i,i,i,i,i,i,-0.9,13,i,i,i
COc1ccc(C(=O)Cn2c(C)nc([N+](=O)[O-])c2Br)cc1,i,i,i,i,i,i,0.4,15,i,i,i

# Three records picked at random from the list so far, as already listed:
SMILES,TRPC6 inhibitor,TRPC6 act,TRPC4 PAM,TRPC4 inh,MrgX1 agonist,MrgX1 allo act,HIF act,AI-2 QS mod,PolyA inh,TRPC4 act,MrgX1 antag
CCN(C(=O)CN1CCCCC1)C1(C)C(=O)c2ccccc2C1=O,i,i,i,i,i,i,-0.2,24,i,i,i
O=C(NC(=S)Nc1ncccn1)c1ccc(Cl)cc1Cl,i,i,i,i,i,i,3.1,32,i,i,i
CCn1c(CCNS(=O)(=O)c2ccccc2Br)nnc1SC,i,i,i,i,i,i,-0.7,11,i,i,i

# Further results follow.
SMILES,TRPC6 inhibitor,TRPC6 act,TRPC4 PAM,TRPC4 inh,MrgX1 agonist,MrgX1 allo act,HIF act,AI-2 QS mod,PolyA inh,TRPC4 act,MrgX1 antag
CCOC(=O)C(C(=O)NCC1CCCO1)C1CCCCC1 (stereo not drawn),i,i,i,i,i,i,-0.3,11,i,i,i
Cc1cccc2nc(CNC(=O)CC3C(=O)NCCN3Cc3cccc(F)c3)cn12 (stereo not drawn),i,i,i,i,i,i,-1.1,11,i,i,i
CC1CN(S(=O)(=O)c2ccc(C(=O)Nc3nnc(-c4ccco4)o3)cc2)CC(C)O1 (stereo not drawn),i,i,i,i,i,i,-0.6,17,i,i,i
CCCCNC(=O)NC1C(NC(=O)NCCCC)N(C)C(=O)N1C (stereo not drawn),i,i,i,i,i,i,0.3,12,i,i,i
O=c1c(-c2ccc(Br)cc2)coc2c(CN3CCOCC3)c(O)ccc12,i,i,i,i,i,i,0.1,8,i,i,i
CCN1CCCC1CNS(=O)(=O)c1ccc(Br)cc1 (stereo not drawn),i,i,i,i,i,i,1.1,17,i,i,i
O=C(Cn1c(=O)n(-c2cccc(C(F)(F)F)c2)c(=O)c2sccc21)NCC1CCCO1 (stereo not drawn),i,i,i,i,i,i,0.3,6,i,i,i
CCO[C@H]1OC(C(=O)N2CCOCC2)=C[C@@H](C2CC2)[C@@H]1CCCO,i,i,i,i,i,i,-0.2,5,i,i,i
Cc1c(Cc2ccccc2)c(=O)oc2cc(OCC(=O)N3CCC(C(=O)O)CC3)ccc12,i,i,i,i,i,i,0.9,13,i,i,i
CC(C)(C)c1cc(-n2ccnc2)n2ncc(-c3ccc(Cl)cc3)c2n1,i,i,i,i,i,i,2.3,18,i,i,i
CCCCc1nnc(NC(=O)C(C)Sc2nc(O)c(Cc3ccccc3)c(=O)[nH]2)s1 (stereo not drawn),i,i,i,i,i,i,-0.4,22,i,i,i
CCCCCN(C(=O)CCC(=O)OCC(=O)NC1CCC(C)CC1)c1c(N)n(CCCC)c(=O)[nH]c1=O (stereo not drawn),i,i,i,i,i,i,0.3,21,i,i,i
Cn1nc(C(=O)Nc2ccc(Br)cc2)cc1C(=O)Nc1ccc(Br)cc1,i,i,i,i,i,i,1.1,27,i,i,i
Cc1ccc2nc(NC(=O)C3CCN(S(=O)(=O)c4ccc5c(c4)oc(=O)n5C)CC3)sc2c1,i,i,i,i,i,i,0.0,13,i,i,i
CCc1nnc(NC(=O)c2ccc(S(=O)(=O)N3CCCCCC3)cc2)s1,i,i,i,i,i,i,-0.5,8,i,i,i
CC(C)OC(=O)CSc1nnc(-c2ccc(Cl)cc2)n1N,i,i,i,i,i,i,0.4,17,i,i,i
Oc1c(C(c2ccccc2)N2CCCCC2)sc2ncnn12 (stereo not drawn),i,i,i,i,i,i,-0.2,10,i,i,i
CCC1CCCCN1Cc1ccc(CNC(=O)CCc2nnc3ccc(N4CCCCC4)nn23)o1 (stereo not drawn),i,i,i,i,i,i,-0.1,35,i,i,i
COc1ccc2nc(NC(=O)CN3CCOCC3)sc2c1,i,i,i,i,i,i,1.2,-12,i,i,i
Cc1ccc(O)c(C(=O)c2cnc3c(c2)COc2ccc(C)cc2-3)c1,i,i,i,i,i,i,0.5,-16,i,i,i
CC1(C)CC(=O)C(CC2C(=O)CC(C)(C)CC2=O)C(=O)C1,i,i,i,i,i,i,54*,16,i,i,i
CN1C(=O)/C(=C\c2ccccc2OCc2ccccc2)SC1=S,i,i,i,i,i,i,-15,23,i,i,i
CCOC(=O)CN1Cc2cccc(C(=O)O)c2C1=O,i,i,i,i,i,i,0.2,-10,i,i,i
Cc1nn(CCCC(=O)NCc2ccc(F)cc2)c(C)c1[N+](=O)[O-],i,i,i,i,i,i,0.0,26,i,i,i
COc1cc(/C=C/C(=O)O)cc2c1OCCO2,i,i,i,i,i,i,0.3,25,i,i,i
COCCn1c(Cc2ccccc2)nnc1SCC(=O)N(C)C,i,i,i,i,i,i,-0.3,12,i,i,i
O=C(Nn1cnnc1)c1ccc(Cl)cc1[N+](=O)[O-],i,i,i,i,i,i,0.7,6,i,i,i
COc1ccccc1/C=C/c1nc(S(=O)(=O)c2ccccc2)c(NCCN(C)C)o1,i,i,i,i,i,i,0.8,-9,i,i,i
O=[N+]([O-])c1ccc2c(c1)nc(CO)n2Cc1ccccc1,i,i,i,i,i,i,-1.3,22,i,i,i
Fc1ccccc1N1CCN(c2cnc3ccccc3n2)CC1,i,i,i,i,i,i,0.7,5,i,i,i
Brc1ccc(-c2noc(CCc3ccccc3)n2)o1,i,i,i,i,i,i,2.7,-8,i,i,i

# Some of the compounds tested, so the mix of outcomes need not match the whole.
